Dynein cargo inh: inhibitors of GR-EGFP nuclear translocation, primary screen, dynein cargo transport inhibitor project, imaging, high-content, 3617.4 mouse cells | 220,000 compounds, 0.47% hits | test concentration mostly 20 µM; stimulated with dexamethasone, 1 µM; hits give low values | z-score, hits read low | AID 1381, 2008;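 active means plate z-score of nuclear minus cytoplasmic receptor signal below a set negative limit, without overly bright fluorescence or cell loss, cut at about -3.5 in these data, passing the limit was not always enough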;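 further: z-score of nuclear minus cytoplasmic ring GR-EGFP intensity difference per well; some compounds called inactive have numbers as strong as hits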
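Buffer or medium – tet-free medium with charcoal-stripped serum · Signal – automated 10x imaging of fixed Hoechst-stained cells · Also added – dexamethasone agonist, 1.0 µM final, for 30 min · Incubation – induction 48 h, compound 1 h, agonist 30 min · Read-out – GR-EGFP nuclear translocation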
human PMI inhibitors: human PMI inhibitors, high substrate, primary screen, biochemical, fluorescence intensity, high mannose 6-phosphate (AID 1220). recombinant PMI enzyme, coupled fluorescence intensity; higher % means a stronger effect. 190,000 compounds, 0.66% hits. inhibition, % at 20 µM; hits with a dose series show IC50 in µM. Mannose-6-phosphate isomerase (Homo sapiens)
LYP inhibition: inhibitors of LYP phosphatase, biochemical, fluorescence intensity, uHTS (AID 1779); Tyrosine-protein phosphatase non-receptor type 22 (Homo sapiens); recombinant LYP phosphatase, fluorescence intensity; higher % means a stronger effect; inhibition, % at 11.5 µM, or IC50 in µM where a hit was titrated; 290,000 compounds, 0.054% hits;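 further: plate controls were vehicle with enzyme for no effect and no enzyme for full effect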
AID2073: inhibitors of Mint1-CaV2.2 protein interaction, biochemical, HTRF (AID 2073). Voltage-dependent N-type calcium channel subunit alpha-1B (Homo sapiens). HTRF protein-protein interaction, Mint1-CaV2.2; higher % means a stronger effect. inhibition, % at 20 µM, or IC50 in µM where a hit was titrated. 290,000 compounds, 0.19% hits; in the data active means inhibition mostly above about 51%, no sharp cut-off; further: some results filed as inactive read as strong as hits
P. falciparum M1AAP: P. falciparum M1AAP inhibitors, biochemical, fluorogenic H-Leu-NHMec substrate, 1536-well (AID 1445); 220,000 compounds, 0.42% hits; recombinant M1AAP, H-Leu-NHMec fluorogenic kinetic assay; higher % means a stronger effect; inhibition, % at 30 µM, or IC50 in µM where a hit was titrated; Aminopeptidase N (Plasmodium falciparum (isolate 3D7));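 active means primary inhibition above the hit cutoff, then over 50% inhibition at one or more dose response concentrations, cut at about 23% in these data, passing the limit was not always enough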;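 further: plate controls were DMSO full reaction for no effect and no enzyme background for full effect; strong numbers were not always called active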
SIAH1 antagonists: Siah-1 peptide-binding antagonists, primary screen, biochemical, fluorescence polarization, rhodamine-plectin, uHTS (AID 1817); 290,000 compounds, 0.02% hits; one-dose displacement, % at 20 µM; IC50 in µM for titrated hits; E3 ubiquitin-protein ligase SIAH1 (Homo sapiens); Siah-1 / rhodamine-plectin peptide fluorescence polarization; higher % means a stronger effect;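 active means displacement of at least 50% at 20 µM, with a fluorescence ratio check between 0.3 and a set limit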;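 further: plate controls were Siah plus tracer with DMSO for no effect and tracer alone without Siah for full effect; strong numbers were not always called active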
P. falciparum M17LAP: P. falciparum M17LAP inhibitors, primary screen, biochemical, fluorogenic H-Leu-NHMec substrate, 1536-well (AID 1619) | 220,000 compounds, 0.38% hits | Leucine aminopeptidase (Plasmodium falciparum (isolate 3D7)) | recombinant M17LAP, H-Leu-NHMec fluorogenic kinetic assay; higher % means a stronger effect | inhibition, % at 30 µM; hits with a dose series show IC50 in µM;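 active means compound inhibiting the enzyme by more than half at any dose during confirmatory dose-response retesting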;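 further: plate controls were full reaction with DMSO carrier for no effect and no enzyme background for full effect; strong numbers were not always called active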
XIAP antagonists: XIAP antagonists, biochemical, IAP family, fluorescence polarization (AID 1018). E3 ubiquitin-protein ligase XIAP (Homo sapiens). XIAP BIR domain, fluorescence polarization peptide displacement; higher % means a stronger effect. displacement, % at 20 µM; hits with a dose series show IC50 in µM. 200,000 compounds, 0.007% hits; in the data active means displacement above about 50%; further: a part of the inactive calls stands beside numbers as strong as those of hits
human PMI inhibition: inhibitors of human PMI, primary screen, biochemical, fluorescence intensity, coupled assay (AID 1209); purified PMI enzyme, coupled fluorescence intensity; higher % means a stronger effect; inhibition, % at 20 µM; hits with a dose series show IC50 in µM; 190,000 compounds, 0.42% hits;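 further: plate controls were DMSO vehicle for no effect and wells lacking substrate for full effect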
Dynein cargo inh cytoplasmic EGFP: also measured in Dynein cargo inh; calls as there; z-score; measured here: cytoplasmic GR-EGFP intensity; hits give high values
Dynein cargo inh nuclear GR-EGFP: further read-out of Dynein cargo inh, marked with its call; z-score; measured here: nuclear GR-EGFP intensity;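 lower value marks the stronger effect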
Dynein cargo inh cell count: second read-out of Dynein cargo inh, no call of its own (marks repeat the call); z-score; measured here: cell count per field
Numbers without * were called inactive; . = no result given. Unless noted, no stated cut-off is given here; in the data, active means inhibition above about 50%; inactive means the rest.

SMILES	Dynein cargo inh	Dynein cargo inh cytoplasmic EGFP	Dynein cargo inh nuclear GR-EGFP	Dynein cargo inh cell count	human PMI inhibitors	LYP inhibition	AID2073	P. falciparum M1AAP	SIAH1 antagonists	P. falciparum M17LAP	XIAP antagonists	human PMI inhibition
COc1ccc(C)cc1S(=O)(=O)Nc1cc(Cl)ccc1Cl	-0.463	-0.0871	-0.833	0.841	-0.5%	-2.3%	-1.4%	9.8%	9.2%	1.0%	-5.7%	0.2%
Cc1ccc(-c2nc3cc(Cl)ccc3o2)cc1	-2.03	0.161	-0.824	0.474	-4.9%	-1.7%	28.9%	2.3%	1.4%	5.4%	-9.3%	-1.9%
COc1cccc([C@@H]2Oc3ccc(Br)cc3C(=O)[C@H]2OC(=O)NC2CCCC2)c1	-0.537	-0.282	0.118	0.848	14.4%	3.1%	0.1%	-0.4%	3.7%	0.2%	-7.4%	15.5%
CCN(CC)CCN1C(=O)C(=O)/C(=C(/O)c2c(C)[nH]c(C(=O)OC)c2C)C1c1ccccc1 (stereo unspecified)	0.736	-0.229	0.232	0.0254	3.5%	-0.3%	0.9%	4.9%	2.8%	13.8%	-5.0%	6.9%
CC(=O)Nc1cccc(NC(=S)Nc2cccc(Cl)c2C)c1	0.841	-0.354	0.432	0.832	12.7%	9.0%	23.8%	-1.8%	-0.3%	13.4%	-7.2%	-4.1%
FC(F)(F)c1cnc(C(c2ccccc2)c2ncn[nH]2)c(Cl)c1 (stereo unspecified)	-0.0902	0.302	0.235	0.25	6.4%	-5.1%	5.6%	2.0%	-0.9%	-1.1%	1.5%	9.8%
S=C(NCc1ccccn1)Nc1ccccc1	-0.594	-0.172	-0.678	0.996	2.1%	-12.9%	-1.4%	4.0%	0.0%	-2.0%	-5.3%	-3.4%
CC1(C)CC(=O)C2=C(C1)OC(N)=C(C#N)C2c1ccc(OC(=O)N2CCOCC2)cc1 (stereo unspecified)	-1.18	-0.439	-0.513	0.939	9.8%	-5.8%	-6.2%	6.3%	2.8%	11.5%	-0.2%	5.7%
Cc1cc(C=O)c(C)n1-c1ccc(Oc2ccc([N+](=O)[O-])cn2)cc1	-0.213	0.188	-0.0203	0.791	0.7%	8.8%	5.9%	1.6%	3.1%	3.7%	-18.3%	-0.8%
C/C(=N/NC(=O)CSc1nc2ccccc2n1C)c1ccc(O)cc1	-0.47	-0.316	-0.299	0.486	0.7%	4.1%	3.9%	6.3%	2.3%	-3.3%	-9.5%	3.5%
Cc1ccc(CN2C(=O)CCC2C(=O)NC(C)C)cc1 (stereo unspecified)	-0.6	-0.107	-0.291	-0.394	-13.6%	-6.1%	7.0%	11.1%	-0.5%	-23.7%	-3.2%	-15.1%
O=C(C1CCCN(CCCc2ccccc2)C1)N1CCCCC1 (stereo unspecified)	0.00684	0.00939	-0.0653	-0.245	-10.6%	-7.2%	0.3%	2.0%	10.8%	4.9%	-4.2%	-14.4%
Cc1ccc(NC(=O)c2ccccn2)c(Br)c1	3.26	0.0409	2.44	-2.63	7.6%	-4.2%	-10.8%	4.0%	-1.3%	-1.1%	-7.4%	10.9%
Cc1ccc(OC(=O)N2CCOCC2)cc1	0.713	-0.226	-0.609	0.177	-0.2%	-9.6%	-9.1%	2.7%	-2.7%	25.5%	-0.4%	0.1%
CCOC(=O)N1CCC(n2c(SCC(=O)Nc3nccs3)nc3ccsc3c2=O)CC1	-0.281	-0.155	0.0262	0.289	8.6%	-2.9%	-5.9%	10.2%	1.1%	-3.5%	-2.4%	10.0%
O=C(NCc1ccc(F)cc1)C1CCN(S(=O)(=O)N2CCCCC2)CC1	-0.0784	-0.23	0.206	-0.177	12.2%	-3.7%	-3.3%	1.3%	2.7%	-4.4%	-26.2%	7.5%
CCC1CCCCN1Cc1nc(Cc2ccccc2Cl)no1 (stereo unspecified)	0.38	-0.162	0.352	0.282	.	-10.1%	19.8%	0.6%	-5.1%	0.5%	.	.
O=C(Nc1ccc2c(c1)CCC2)c1ccccc1Br	-0.201	-0.373	0.153	0.466	0.6%	-1.0%	12.6%	1.2%	-3.0%	2.8%	-3.3%	-17.1%
Cc1cccc(C(=O)Nc2cccc(OCC(=O)O)c2)c1	-0.642	-0.298	-0.103	0.482	-3.5%	-3.4%	8.5%	-0.1%	13.4%	0.9%	-1.2%	-0.3%
COc1ccccc1/C=C/C(=O)NCCC1=CCCCC1	1.19	-0.169	0.852	-0.128	14.8%	-3.7%	-4.8%	11.0%	1.6%	-5.5%	-2.4%	16.8%
Cc1ccc2c(c1)sc1nc(=O)n(-c3ccc(Cl)cc3)c(=O)n12	-0.578	-0.139	0.156	1.33	1.4%	-4.3%	3.9%	10.8%	4.6%	-1.9%	-5.3%	5.6%
O=C(CCn1cnc2ccccc2c1=O)Nc1cccc(Cl)c1	2.73	-0.119	1.21	-0.57	6.6%	-10.1%	-1.2%	1.3%	-1.0%	12.7%	-1.9%	7.9%
O=C(Cc1ccccc1F)Nc1ccc(SC(F)F)cc1	-0.287	-0.29	-0.458	0.248	12.3%	-6.5%	-11.9%	3.4%	8.9%	20.6%	-7.4%	8.4%
Cc1cc(Nc2ccc(Cl)cc2)nc(N)n1	0.816	-0.226	-0.468	-0.036	1.0%	-6.6%	11.4%	9.9%	2.7%	5.2%	-18.7%	0.5%
COc1ccc(C(C)=O)cc1CSc1nc2ccccc2c(=O)n1-c1ccccc1C	0.368	-0.25	0.228	0.44	3.4%	-1.7%	12.7%	-0.6%	1.1%	-1.2%	-6.3%	2.6%
CCCn1c(SCC(=O)NCc2ccccc2)nnc1-c1ccncc1	0.267	-0.293	0.00772	-0.365	-7.8%	-2.5%	-2.0%	0.7%	3.4%	2.6%	-1.6%	-10.2%
CC(C)CC(C(=O)O)C(C)CC(=O)Nc1ccn(-c2ccccc2)n1 (stereo unspecified)	-0.804	-0.236	-0.134	0.187	15.2%	-7.7%	-17.9%	1.0%	5.1%	8.0%	-5.6%	10.4%
O=C(Oc1c(Cl)cc(Cl)c2cccnc12)N1CCCCC1	0.778	-0.253	1.02	-0.226	14.2%	-2.7%	-8.7%	2.7%	1.5%	15.4%	-1.6%	16.8%
COC(=O)c1ccc(NC(=O)N2CCCC(C(=O)c3ccccc3OC)C2)cc1 (stereo unspecified)	0.343	-0.227	0.479	-0.359	2.0%	3.7%	5.3%	.	2.5%	.	1.1%	1.3%
O=C(CSc1nnc(CNC(=O)c2cccs2)o1)NCc1ccc(F)cc1	0.207	-0.26	0.455	-0.0991	-5.5%	4.8%	11.6%	5.1%	-3.3%	2.2%	-5.7%	-4.5%
CCc1nn(C)c(-c2n[nH]c(=S)n2N)c1Cl	1.12	0.172	1.3	0.252	5.5%	-4.0%	-31.9%	-0.9%	1.6%	11.5%	-5.6%	5.3%
COc1ccc([N+](=O)[O-])cc1NC(=S)Nc1ccccc1	-0.498	-0.206	0.287	0.178	-7.1%	-4.6%	2.3%	0.4%	3.8%	8.1%	-3.2%	-6.2%
CCOC(=O)C1=C(O)CSC1=Nc1ccc(Cl)cc1	-0.567	-0.0955	-0.0543	-0.129	-2.2%	-7.8%	-0.5%	-2.1%	0.1%	4.3%	-1.6%	-2.5%
COc1cccc(NC(=O)CN2C(=O)NC(C)(CCC(C)C)C2=O)c1 (stereo unspecified)	-0.0307	-0.336	0.26	0.208	-8.8%	-4.6%	-13.1%	4.2%	-7.5%	2.6%	-8.4%	-10.2%
CC1Oc2ccccc2C=C1/C=N/NC(=O)c1ccccc1 (stereo unspecified)	0.299	-0.0702	0.359	0.296	-2.3%	1.3%	2.3%	22.3%	1.2%	11.6%	-3.2%	8.8%
Cc1ccc(OCC(=O)N(Cc2ccccc2)C(C)(C)C)c([N+](=O)[O-])n1	0.164	-0.251	0.231	0.323	6.3%	-6.5%	1.3%	1.3%	1.2%	23.9%	0.3%	14.8%
O=C(Nc1ccc(NC(=O)c2cc3ccccc3o2)cc1)c1ccc2c(c1)OCCO2	-0.417	-0.164	-0.209	0.593	1.3%	-5.5%	38.6%	-1.7%	-5.4%	0.7%	-6.6%	-6.9%
CCCCOc1ccc(/C(N)=N/O)cc1	-0.531	-0.162	-0.0322	0.581	13.3%	0.9%	-3.7%	-0.9%	2.3%	-3.2%	-8.1%	15.3%
CCN(C(=O)COC(=O)c1ccccc1NC(=O)c1ccco1)C1CCS(=O)(=O)C1 (stereo unspecified)	-0.453	-0.15	-0.169	0.631	-12.8%	0.7%	-3.4%	11.7%	-1.1%	4.5%	1.8%	-11.6%
Cc1ccc(NC(=S)Nc2ccc3nc(-c4ccccn4)c(-c4ccccn4)nc3c2)cc1C	0.104	-0.202	0.166	1.05	63.1%*	6.9%	58.5%	10.3%	-18.7%	2.1%	-3.3%	76.2%*
Cc1ccccc1C1CC(c2ccc(F)cc2)Nc2nc(N)nn21 (stereo unspecified)	0.647	-0.153	0.733	-0.673	16.0%	-4.1%	5.4%	3.3%	-0.4%	-19.2%	-4.0%	14.5%
COc1ccc(N(C(=O)c2ccco2)S(=O)(=O)c2cccs2)cc1	0.0875	0.0381	0.221	-0.834	-1.1%	-7.4%	-0.6%	2.2%	3.5%	2.3%	-0.4%	7.7%

In the list so far, these have a COOH group.
SMILES	Dynein cargo inh	Dynein cargo inh cytoplasmic EGFP	Dynein cargo inh nuclear GR-EGFP	Dynein cargo inh cell count	human PMI inhibitors	LYP inhibition	AID2073	P. falciparum M1AAP	SIAH1 antagonists	P. falciparum M17LAP	XIAP antagonists	human PMI inhibition
Cc1cccc(C(=O)Nc2cccc(OCC(=O)O)c2)c1	-0.642	-0.298	-0.103	0.482	-3.5%	-3.4%	8.5%	-0.1%	13.4%	0.9%	-1.2%	-0.3%
CC(C)CC(C(=O)O)C(C)CC(=O)Nc1ccn(-c2ccccc2)n1 (stereo unspecified)	-0.804	-0.236	-0.134	0.187	15.2%	-7.7%	-17.9%	1.0%	5.1%	8.0%	-5.6%	10.4%

The order is random. Share with any hit: about 2.1%.
